Screens as filed in PubChem BioAssay.
GAA glycogen: GAA glycogen-cleavage inhibition or activation. P10253. recombinant GAA, glycogen substrate, Amplex Red glucose oxidase fluorescence. Potency, µM (series often up to 76.4 µM), for inactives: top-dose activity change, negative = inhibition, usual class: inhibitors. 0.38% of 300,000 active;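 further: 0% = full enzyme reaction and -100% = no-enzyme basal signal; the screen sought inhibitors and activators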
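Recombinant enzyme (4 nM final) with compounds titrated up to 77 uM and bovine liver glycogen (30 ug) in citrate pH 5.0, 0.01% Tween-20, 37 C 40 min. Released glucose detected by Amplex Red/glucose oxidase (Ex 573/Em 610); AC50 from Hill fits.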
aGlu spleen mod: inhibits or activates alpha-glucosidase in human spleen homogenate | P10253 | human spleen homogenate, 4-MU-alpha-glucoside fluorescence | Potency, µM (highest dose often 79.9 µM), inactives show at the highest dose activity change, negative = inhibition, usual class: inhibitors | 0.006% of 240,000 active | AID 2112;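 further: 0% = enzyme with vehicle and -100% = no enzyme basal signal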
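Human spleen homogenate (1 ug) incubated with compounds and 1 mM 4-methylumbelliferyl-alpha-D-glucopyranoside in pH 5.0 citrate/phosphate buffer, 37 C, 40 min. Stopped at pH 10; 4-MU fluorescence (Ex 365/Em 440 nm); AC50 by Hill fit.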
Tau fibril ThT: blocks human tau fibril formation measured by thioflavin T; P10636; recombinant tau K18 P301L, heparin-induced fibrillization, ThT fluorescence; Potency, µM (series often up to 57.4 µM), for the others: top-dose activity, negative = inhibition, hits mostly inhibitors; 2.1% of 270,000 active; AID 1460; further: on the % scale 0 is the no-effect control and ±100 the full control effect; nearly all actives have a fitted effect of over 55% in size
Target sequence (P10636 561-689 P618L limits assumed): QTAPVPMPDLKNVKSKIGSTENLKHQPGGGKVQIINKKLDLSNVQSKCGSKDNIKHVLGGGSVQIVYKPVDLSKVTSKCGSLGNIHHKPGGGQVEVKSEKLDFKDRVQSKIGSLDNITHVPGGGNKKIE
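Heparin-induced fibrillization of the P301L-mutant K18 repeat-domain fragment of human tau was followed by ThT binding in quantitative high-throughput format.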
Tau fluor counter: counter-screen for tau fibril formation inhibitors; tau K18 P301L (four-repeat tau fragment) Alexa594 fluorescence, heparin fibrillization; Potency, µM (series often up to 57.7 µM), without a hit: at the top dose activity change, negative = decrease; 0.93% of 280,000 active; AID 1463; further: on the % scale 0 is the no-effect control and ±100 the full control effect; nearly all actives have a fitted effect of over 55% in size
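Human K18 P301L tau (15 uM unlabeled plus 0.24 uM Alexa 594-labeled, final) in 100 mM sodium acetate pH 7 was mixed with compound and 20 uM heparin and incubated 6 hr at 37 C.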
Tau fibril FP: blocks human tau fibril formation measured by polarization. P10636. AID 1468. K18 P301L tau heparin fibrillization, Alexa594 FP, 6 h. 0.39% of 280,000 active. Potency, µM (highest dose often 57.7 µM), inactives show top-dose activity, negative = inhibition, actives largely listed as inhibitors; further: on the % scale 0 is the no-effect control and ±100 the full control effect; nearly all actives have a fitted effect of over 55% in size
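FP of Alexa 594-tau after heparin (20 uM) induction. Substrate: human K18 P301L, 15 uM unlabeled, 0.24 uM labeled. Buffer 100 mM sodium acetate pH 7. 6 hr, 37 C.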
aGal spleen mod: inhibitors or activators of human alpha-galactosidase in spleen homogenate; P06280; human spleen homogenate, 4MU-alpha-Gal fluorescence, 40 min; AID 2107; 0.008% of 240,000 active; Potency, µM (doses to about 80 µM), without a hit: at the top dose activity change, negative = inhibition, usual class: inhibitors;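 further: 0% = enzyme with vehicle and -100% = no enzyme basal signal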
Target sequence (P06280 32-429 limits assumed): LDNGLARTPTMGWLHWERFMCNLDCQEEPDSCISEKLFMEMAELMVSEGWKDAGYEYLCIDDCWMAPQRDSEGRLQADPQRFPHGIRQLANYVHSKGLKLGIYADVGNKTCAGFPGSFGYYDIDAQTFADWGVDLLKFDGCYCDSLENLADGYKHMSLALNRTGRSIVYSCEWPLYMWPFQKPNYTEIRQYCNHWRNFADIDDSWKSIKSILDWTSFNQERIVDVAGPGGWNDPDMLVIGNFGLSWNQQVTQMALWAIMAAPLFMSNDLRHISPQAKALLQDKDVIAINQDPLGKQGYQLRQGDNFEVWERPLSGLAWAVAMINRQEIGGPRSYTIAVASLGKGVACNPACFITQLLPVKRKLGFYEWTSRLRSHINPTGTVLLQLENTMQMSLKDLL
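Spleen homogenate 1 ug + cpd (titration) + 4-MU-alpha-D-galactopyranoside 1 mM; 37C 40 min; 50 mM citrate/phosphate pH 5.0, 0.01% Tween-20; stop pH 10; fluorescence 365/440; AC50 via Hill.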
HTT cytoprotect: cytoprotection in Huntington HTT-Q103 PC12 cell model. Potency, µM (series often up to 56.4 µM), inactives show cytoprotection (ATP increase), hits mostly activators. 0.14% of 230,000 active. AID 1471. PC12 HTT-Q103 induced, cytoprotection, ATP luminescence, 40 h;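 further: % of control where 0% means no effect; nearly all actives have a fitted effect of over 45% in size; toxic huntingtin expression switched on by the ecdysone agonist tebufenozide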
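ATP quantification (ATPlite) reports survival of PC12 cells in which tebufenozide, 100 nM final, switches on Htt exon 1 with 103 glutamines linked to GFP; compounds are titrated.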
GAA inhib: inhibitors of human lysosomal alpha-glucosidase | AID 1466 | P10253 | 0.005% of 200,000 active | purified human GAA, 4-MU-alpha-glucoside fluorescence | Potency, µM (series often up to 76.9 µM), inactives show at the top dose activity change, negative = inhibition, usual class: inhibitors;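 further: plate controls were uninhibited enzyme wells for no effect and no-enzyme background for full effect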
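qHTS format, compound range up to 77 uM. Human lysosomal enzyme at 4 nM, 400 uM 4-MU glucoside substrate, pH 5.0, 20 min room temperature; fluorescence after alkaline stop gives activity normalized to controls.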
* marks the source's active call; other numbers are inactive results; u = inconclusive; x = no result given; [ ] = remark or other dose. The call rests on the fitted dose curve; in most records, active means well fitted curve in the direction sought with a large enough effect; inconclusive means small, poorly fitted or top-dose-only effect, or another doubt; inactive means no such curve, though single readings can be large; an effect the other way counts as inactive or inconclusive. Potency means the concentration at half of the fitted maximal effect.

cpd	SMILES	GAA glycogen	aGlu spleen mod	Tau fibril ThT	Tau fluor counter
1	Cc1ccc(-c2noc(CN(C3CCCCC3)S(=O)(=O)c3ccc(F)cc3)n2)cc1	-5%[76.3 µM]	x	-1%	-24%
2	CCOc1c(N2CCCCC2)c(=O)c1=O	7%	5%	-5%	-7%
3	CCOC(=O)C1CCN(C(=O)c2sc3nc(-c4ccccc4)cn3c2C)CC1	12%	2%	-17%	-12%
4	COc1ccccc1OCCC(=O)Nc1nc(C)cs1	4%	-3%	x	14%
5	Cc1nc2ccccn2c1C(=O)Nc1ccc2c(c1)OCCO2	-1%	1%	-25%	-13%
6	CCOC(=O)C(C)Oc1c(Br)cc(C2NC(=O)NC(C)=C2C(C)=O)cc1OCC (stereo not drawn)	-12%	3%	-9%	-13%
7	CCOC(=O)N1CCC(NC(=O)c2cccn3c(=O)c4cc(Br)ccc4nc23)CC1	5%	0%	-8%	-6%
8	COc1ccc(C(=O)N2CCN(c3ccc(C)cc3C)CC2)cc1OC	-5%	4%	-15%	-6%

cpd	Tau fibril FP	aGal spleen mod	HTT cytoprotect	GAA inhib
1	u	x	x	x
2	-12%	-5%	-12%	1%
3	9%	5%	1%[10 µM]	4%
4	-3%	-2%	-2%[10 µM]	x
5	8%	-1%	-14%[10 µM]	1%
6	-11%	5%	5%[10 µM]	0%
7	1%	10%	19%	3%
8	7%	6%	8%[10 µM]	3%

A stretch taken from the entries so far:
cpd	SMILES	GAA glycogen	aGlu spleen mod	Tau fibril ThT	Tau fluor counter
2	CCOc1c(N2CCCCC2)c(=O)c1=O	7%	5%	-5%	-7%
3	CCOC(=O)C1CCN(C(=O)c2sc3nc(-c4ccccc4)cn3c2C)CC1	12%	2%	-17%	-12%
4	COc1ccccc1OCCC(=O)Nc1nc(C)cs1	4%	-3%	x	14%
5	Cc1nc2ccccn2c1C(=O)Nc1ccc2c(c1)OCCO2	-1%	1%	-25%	-13%
6	CCOC(=O)C(C)Oc1c(Br)cc(C2NC(=O)NC(C)=C2C(C)=O)cc1OCC (stereo not drawn)	-12%	3%	-9%	-13%
7	CCOC(=O)N1CCC(NC(=O)c2cccn3c(=O)c4cc(Br)ccc4nc23)CC1	5%	0%	-8%	-6%
8	COc1ccc(C(=O)N2CCN(c3ccc(C)cc3C)CC2)cc1OC	-5%	4%	-15%	-6%

cpd	Tau fibril FP	aGal spleen mod	HTT cytoprotect	GAA inhib
2	-12%	-5%	-12%	1%
3	9%	5%	1%[10 µM]	4%
4	-3%	-2%	-2%[10 µM]	x
5	8%	-1%	-14%[10 µM]	1%
6	-11%	5%	5%[10 µM]	0%
7	1%	10%	19%	3%
8	7%	6%	8%[10 µM]	3%

Next compounds:
cpd	SMILES	GAA glycogen	aGlu spleen mod	Tau fibril ThT	Tau fluor counter
9	Cc1ccc(CNC(=O)CCSCCC(=O)NCc2ccc(C)cc2)cc1	4%	-3%	-3%	-6%
10	Cc1ccc(NCc2cccn2-c2nnc(N3CCC(C(=O)NCc4ccc(F)cc4)CC3)s2)cc1	-2%[76.3 µM]	x	u	u
11	CC(=O)OC1C[C@@]2(C)C(c3ccoc3)OC(=O)C3O[C@@]32[C@]2(C)C(OC(C)=O)CC3C(C)(C)C(OC(C)=O)CC(OC(C)=O)[C@@]3(C)C12 (stereo partly drawn)	x	9%	-17%	-26%
12	O=C(CN1C(=O)NC2(CCCC2)C1=O)NCC1CCCO1 (stereo not drawn)	-4%	-1%	6%	8%
13	COc1cc(/C=N/NC(=O)CN2CCCCC2)ccc1OCc1ccccc1	-13%	3%	-5%	-1%
14	CN(C(=S)NC1CCCCC1)C1(c2ccccc2Cl)CCCCC1=O (stereo not drawn)	-6%	6%	-8%	-18%
15	Cc1nc2ccc(NC(=O)c3ccc([N+](=O)[O-])cc3)cc2s1	-8%	1%	u	-13%
16	O=S(=O)(c1ccccc1)N(C1=NCCS1)S(=O)(=O)c1ccccc1	0%	0%	-4%	-5%

cpd	Tau fibril FP	aGal spleen mod	HTT cytoprotect	GAA inhib
9	-2%	-5%	3%	-1%
10	11%	x	x	x
11	-1%	8%	14%	x
12	-3%	3%	-24%	5%
13	0%	6%	10%[10 µM]	-3%
14	-5%	4%	4%[10 µM]	-3%
15	-3%	1%	-7%[10 µM]	-1%
16	-5%	1%	2%	-7%

Continuation:
cpd	SMILES	GAA glycogen	aGlu spleen mod	Tau fibril ThT	Tau fluor counter
17	CCOC(=O)c1nnn(-c2nonc2N)c1-c1ccccc1Cl	-14%	-1%	-3%	-7%
18	C/C=C\C=C/C(=O)Nc1cccc(C2=NOC3(C2)C[C@@H](C(N)=O)N(C(=O)/C=C/CC)C3)c1 (stereo partly drawn)	9%	3%	-17%	1%
19	O=C(Nc1ccccc1C(=O)NCc1cccnc1)c1cccc([N+](=O)[O-])c1	-15%	-7%	1%	-6%
20	COc1cccc(CNC(=O)CCCn2c(=O)c3cccn3c3cccnc32)c1OC	-6%[76.3 µM]	x	6%	0%
21	Cc1ccc(C(=O)N2NC(c3ccccc3F)C3C(=O)N(c4cccc(C)c4)C(=O)C32)cc1 (stereo not drawn)	-4%	1%	-4%	-9%
22	COc1ccc(OC)c(NC(=O)CC2SC(=Nc3ccccc3)N(CCc3ccccn3)C2=O)c1 (stereo not drawn)	-3%	0%	u	-19%
23	CC(C)[C@@H]1N[C@]2(C(=O)Nc3ccccc32)[C@@H]2C(=O)N(c3cccc(C(F)(F)F)c3)C(=O)[C@@H]21	-2%	0%	-6%	-13%
24	COC(=O)NNC(=O)CCCOc1ccc(Cl)cc1Cl	13%	-12%	8%	6%

cpd	Tau fibril FP	aGal spleen mod	HTT cytoprotect	GAA inhib
17	-7%	7%	-41%	-2%
18	-7%	10%	-10%[10 µM]	x
19	5%	-3%	5%	u
20	0%	x	x	x
21	6%	-6%	x	u
22	10%	3%	15%[10 µM]	-1%
23	-6%	6%	-2%	-7%
24	-6%	-9%	7%[10 µM]	0%

New compounds follow.
cpd	SMILES	GAA glycogen	aGlu spleen mod	Tau fibril ThT	Tau fluor counter
25	Cc1cc(N2CCCCC2)nc(N)n1	6%	1%	5%	6%
26	N#Cc1ccsc1NC(=O)CN1CCN(c2ccccn2)CC1	3%	-3%	-12%	-15%
27	O=C(CSc1nc2[nH]ncc2c(=O)n1-c1ccc(Cl)c(Cl)c1)NCc1ccccc1Cl	-4%	-9%	-19%	-29%
28	Cc1ccc2onc(CNC(=O)Nc3cc(F)ccc3F)c2c1	-9%[76.3 µM]	x	-4%	-24%
29	O=C(NC1CCCCC1)c1ccc(CSc2nc3ccncc3n2Cc2cccc(F)c2)cc1	-12%[76.3 µM]	x	u	u
30	COc1cccc(N(CC(=O)NC2CCCC2)C(=O)Cn2nnc(-c3ccc(C)cc3)n2)c1	-2%	-2%	-17%	-16%
31	Cc1cc(C)c(C(=O)OCC(=O)NCc2cccs2)c(C)c1	16%	4%	-6%	-11%
32	Cc1cc(C)c2nc(SCC(=O)N3CC(=O)Nc4ccccc43)c(C#N)cc2c1	-2%	-1%	-14%	-21%

cpd	Tau fibril FP	aGal spleen mod	HTT cytoprotect	GAA inhib
25	-1%	0%	5%[10 µM]	-3%
26	2%	-2%	-3%	-6%
27	-10%	-10%	3%[10 µM]	-9%
28	u	x	x	x
29	1%	x	x	x
30	7%	7%	6%	-7%
31	-6%	-2%	-5%[10 µM]	4%
32	-14%	12%	-82%[inhibitor][1.9 µM]	-13%

2 compounds picked at random from those above:
cpd	SMILES	GAA glycogen	aGlu spleen mod	Tau fibril ThT	Tau fluor counter
30	COc1cccc(N(CC(=O)NC2CCCC2)C(=O)Cn2nnc(-c3ccc(C)cc3)n2)c1	-2%	-2%	-17%	-16%
32	Cc1cc(C)c2nc(SCC(=O)N3CC(=O)Nc4ccccc43)c(C#N)cc2c1	-2%	-1%	-14%	-21%

cpd	Tau fibril FP	aGal spleen mod	HTT cytoprotect	GAA inhib
30	7%	7%	6%	-7%
32	-14%	12%	-82%[inhibitor][1.9 µM]	-13%

(next part)
cpd	SMILES	GAA glycogen	aGlu spleen mod	Tau fibril ThT	Tau fluor counter
33	Cc1ccc(C)c2sc(NC(=O)c3ccc(N4CCCCC4)c([N+](=O)[O-])c3)nc12	3%	4%	u	-14%
34	Cc1cccc(C(C)C)c1NC(=O)COC(=O)c1cccc(S(=O)(=O)N2CCc3ccccc3C2)c1	7%	-21%	-5%	-15%
35	Cc1ccc(Nc2nc3c(S(=O)(=O)c4ccccc4)nnn3c3ccsc23)c(C)c1	28%[76.3 µM]	x	9%	3%
36	CCc1noc(C)c1C(=O)Nc1nnc(C2CCCCC2)s1	-3%	-21%	-9%	-3%
37	COc1ccc(CC(=O)Nc2ccc(C(=O)NCC(C)C)cc2)cc1	5%	6%	-2%	2%
38	COc1ccc(/C=C\c2nc(=O)c3ccccc3o2)cc1	0%	3%	u	-15%
39	CCC1C/C(=C/c2ccco2)C(=O)/C(=C/c2ccco2)C1 (stereo not drawn)	6%	-11%	u	-25%
40	COc1cc(C)ccc1OCCOCCOc1cccc2ccc(C)nc12	7%	0%	-11%	0%
41	CCN1C(=O)N[C@H](c2ccc(Br)cc2)C(C(=O)OC)=C1C	x	-7%[17.4 µM]	0%[11.5 µM]	-4%[11.6 µM]
42	O=C(Nc1ccc(NC(=O)c2cccs2)cc1)c1ccc(Cl)cc1	13%[76.3 µM]	x	-2%	6%
43	C#CCCCO/N=C1/C[C@@H](O)[C@@H](O)[C@@H]2[C@@H]3C(=O)N(C4CCCCC4)C(=O)[C@H]3CC[C@H]12	x	-14%[17.4 µM]	2%[11.5 µM]	-11%[11.6 µM]

cpd	Tau fibril FP	aGal spleen mod	HTT cytoprotect	GAA inhib
33	3%	6%	-7%	5%
34	-14%	2%	-6%[10 µM]	5%
35	-8%	x	x	x
36	4%	-3%	-49%[inhibitor]	5%
37	1%	3%	u	-2%
38	7%	-5%	-128%[inhibitor]	-4%[15.4 µM]
39	u	-6%	0%[10 µM]	1%
40	0%	-3%	-29%	13%
41	2%[11.6 µM]	8%[17.5 µM]	4%[10 µM]	x
42	-1%	x	x	x
43	u	0%[17.5 µM]	-2%[10 µM]	x
